Tau fibril ThT = qHTS for Inhibitors of Tau Fibril Formation, Thioflavin T Binding; recombinant tau K18 P301L, heparin-induced fibrillization, ThT fluorescence; Potency, µM (titrated, usually from 57.4 µM), for inactives: at the highest dose activity, negative = inhibition, most hits filed as inhibitors; 2.1% of 270,000 active; Microtubule-associated protein tau (Homo sapiens), P10636; note: nearly all actives have a fitted effect of over 55% in size
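K18 P301L tau (15 uM + 0.24 uM Alexa 594-tagged), heparin 20 uM, NaOAc pH 7, 6 h 37 C; ThT 30 uM, 1 h RT, ex 450/em 510 nm.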
Tau fluor cs = Counterscreen qHTS for Inhibitors of Tau Fibril Formation, Fluorescence Polarization | 0.93% of 280,000 active | tau K18 P301L Alexa594 fluorescence, heparin fibrillization | AID 1463, 2008 | Potency, µM (top dose mostly 57.7 µM), for the others: top-dose activity change, negative = decrease; note: nearly all actives have a fitted effect of over 55% in size
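Human tau K18 P301L (15 uM unlabeled, 0.24 uM Alexa 594-labeled) in 100 mM sodium acetate pH 7 with 20 uM heparin, 6 hr at 37 C. ThT 30 uM added, 1 hr ambient; Alexa 594 FP and total fluorescence read at 555/632 nm.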
Tau FP inhib = qHTS for Inhibitors of Tau Fibril Formation, Fluorescence Polarization. Microtubule-associated protein tau (Homo sapiens), P10636. K18 P301L tau heparin fibrillization, Alexa594 FP, 6 h. Potency, µM (highest dose often 57.7 µM), without a hit: top-dose activity, negative = inhibition, actives largely listed as inhibitors. 0.39% of 280,000 active. AID 1468, 2008; note: nearly all actives have a fitted effect of over 55% in size
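Quantitative HTS format: compounds meet 15 uM recombinant K18 P301L tau and Alexa 594-tau tracer in 100 mM sodium acetate pH 7; 20 uM heparin triggers fibrillization at 37 C over 6 hr; FP gives the signal.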
TexasRed fluor = Total Fluorescence Counterscreen for Inhibitors of the Interaction of Thyroid Hormone Receptor and Steroid Receptor Coregulator 2; 0.29% of 280,000 active; TRb/SRC2 Texas Red total fluorescence interference; Potency, µM (top dose mostly 106 µM), inactives show at the top dose fluorescence change, negative = quenching; active = well fitted curve in either direction with a large enough effect; inconclusive = small, poorly fitted or top-dose-only effect
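Human TRb ligand-binding domain at 0.6 uM with 20 nM Texas Red SRC2 peptide in Tris buffer containing 1 uM T3 and 5% DMSO, incubated with compound 5 h at ambient temperature. Total fluorescence (555/632 nm) calculated as parallel + 2 × perpendicular.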
L3MBTL1 block = qHTS Assay for the Inhibitors of L3MBTL1; 0.66% of 230,000 active; AID 485360, 2010; Potency, µM (highest dose often 57.1 µM), for inactives: at the top dose activity, negative = inhibition, hits mostly inhibitors; Lethal(3)malignant brain tumor-like protein 1 (Homo sapiens), Q9Y468; AlphaScreen L3MBTL1–H3K9me1 peptide binding; note: nearly all actives have a fitted effect of over 60% in size
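AlphaScreen proximity signal between nickel-chelate acceptor and streptavidin donor beads (final 10 ug/mL) reports binding of 50 nM L3MBTL1 to 75 nM biotin-H3 K9me1 peptide; complex incubated with compounds 30 min at room temperature; cefsulodin titration as control.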
ALDH1A1 inh = qHTS Assay for Inhibitors of Aldehyde Dehydrogenase 1 (ALDH1A1). Aldehyde dehydrogenase 1A1 (Homo sapiens), P00352. Purified ALDH1A1, NADH fluorescence, propionaldehyde substrate. Potency, µM (doses to about 75.3 µM), for the others: top-dose activity, negative = inhibition, usual class: inhibitors. 7.3% of 220,000 active; active = well fitted inhibition curve with a large enough effect, not every such curve was filed as active; inconclusive = small, poorly fitted or top-dose-only effect, or another doubt; inactive = no such curve, though single readings can be large or run the other way;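 note: plate controls were no enzyme wells and a reference inhibitor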
Target sequence (P00352 whole entry, looked up): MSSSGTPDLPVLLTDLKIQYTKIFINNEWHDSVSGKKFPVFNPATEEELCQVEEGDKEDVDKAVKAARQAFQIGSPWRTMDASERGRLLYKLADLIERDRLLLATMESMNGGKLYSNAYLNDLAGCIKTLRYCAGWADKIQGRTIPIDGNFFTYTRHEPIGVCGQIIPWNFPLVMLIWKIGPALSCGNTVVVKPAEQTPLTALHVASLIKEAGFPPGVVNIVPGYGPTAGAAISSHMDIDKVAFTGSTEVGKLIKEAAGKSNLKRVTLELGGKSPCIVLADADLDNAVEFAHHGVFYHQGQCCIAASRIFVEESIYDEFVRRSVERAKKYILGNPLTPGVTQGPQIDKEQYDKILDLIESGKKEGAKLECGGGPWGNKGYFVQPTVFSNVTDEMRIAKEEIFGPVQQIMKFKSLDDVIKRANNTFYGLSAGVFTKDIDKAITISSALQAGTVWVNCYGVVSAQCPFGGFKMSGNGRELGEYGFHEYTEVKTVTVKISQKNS
GLA spleen mod = qHTS Assay for Inhibitors and Activators of Human alpha-Galactosidase From Spleen Homogenate | Alpha-galactosidase A (Homo sapiens), P06280 | Potency, µM (titrated, usually from 80 µM), inactives show at the top dose activity change, negative = inhibition, actives largely listed as inhibitors | AID 2107, 2009 | human spleen homogenate, 4MU-alpha-Gal fluorescence, 40 min | 0.008% of 240,000 active;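 note: 0% = enzyme with vehicle and -100% = no enzyme basal signal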
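Inhibition or activation of alpha-galactosidase in human spleen homogenate is scored by 4-MU fluorescence after 40 min at 37C, pH 5.0, with 1 mM substrate. AC50s come from concentration-response fitted to the Hill equation.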
TRb-SRC2 inh = qHTS for Inhibitors of the Interaction of Thyroid Hormone Receptor and Steroid Receptor Coregulator 2; Potency, µM (titrated, usually from 106 µM), for inactives: top-dose activity change, negative = inhibition, usual class: inhibitors; TRbeta-SRC2 peptide binding, fluorescence polarization; receptor liganded with 1 µM T3; 0.065% of 280,000 active; Thyroid hormone receptor beta (Homo sapiens), P10828; AID 1469, 2008;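 note: plate controls were bound peptide for no effect and peptide without receptor for full effect; nearly all actives have a fitted effect of over 50% in size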
Target sequence (P10828 whole entry, looked up): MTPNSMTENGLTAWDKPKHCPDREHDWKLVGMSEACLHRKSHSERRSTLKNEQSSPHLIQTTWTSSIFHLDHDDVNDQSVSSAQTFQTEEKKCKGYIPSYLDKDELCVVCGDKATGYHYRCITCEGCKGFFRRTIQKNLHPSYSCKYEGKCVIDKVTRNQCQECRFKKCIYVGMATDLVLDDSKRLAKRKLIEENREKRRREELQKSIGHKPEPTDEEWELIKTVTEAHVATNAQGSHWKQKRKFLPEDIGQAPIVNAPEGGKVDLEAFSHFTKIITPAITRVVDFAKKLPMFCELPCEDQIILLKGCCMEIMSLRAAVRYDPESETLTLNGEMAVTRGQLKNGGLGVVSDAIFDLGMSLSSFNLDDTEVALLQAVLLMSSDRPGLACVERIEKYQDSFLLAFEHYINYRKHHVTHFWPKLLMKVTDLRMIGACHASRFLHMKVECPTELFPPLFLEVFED
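TRb LBD 0.6 uM + Texas Red SRC2 peptide 20 nM, 1 uM T3, Tris buffer w/ 5% DMSO; compound pinned, 5 h RT; FP read ex 555/em 632; normalized to unbound and bound controls.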
* hit, by the source's call; ? = inconclusive; nt = not tested or not shown; & = joins results of further samples; [ ] = another dose, or the depositor's remark. Unless noted, calls come from the whole dose curve; as a rule, active = well fitted curve in the direction sought with a large enough effect; inconclusive = small, poorly fitted or top-dose-only effect, or another doubt; inactive = no such curve, though single readings can be large; an effect the other way counts as inactive or inconclusive. Unless noted, % is set by controls: 0 for no effect and ±100 for the full control effect; potency is the fitted concentration of half-maximal effect.

Values in the order: Tau fibril ThT | Tau fluor cs | Tau FP inhib | TexasRed fluor | L3MBTL1 block | ALDH1A1 inh | GLA spleen mod | TRb-SRC2 inh
O=C(CC1C(=O)NCCN1Cc1ccccc1C(F)(F)F)NCCc1ccccn1 (stereo not given)
 : -16.1% | -10.1% | -0.3% | -2.2% | 2.6% | ? | -0.1% | -1.5%
COc1ccc(OCC(=O)NC2CC(=O)N(c3cccc(OC)c3)C2)cc1 (stereo not given)
 : -6.1% | -9.5% | -11.0% | 0.5% | nt | nt | nt | -2.2%
OC(COc1cccc2ccccc12)CN1CCN(c2cccc(Cl)c2)CC1 (stereo not given)
 : ? | ? | 8.4% | -1.7% | nt | nt | -9.9% | 5.7%
O=C(Nc1ccccc1)/C(=C/c1cccnc1)NC(=O)c1ccco1
 : -0.7% | -1.6% | -6.0% | -2.4% | 0.3% | 9.3% | 1.3% | 8.1%
COc1ccc(C)cc1NS(=O)(=O)c1ccc2c(c1)n(C)c(=O)n2C
 : -2.2%&1.9% | -3.3%&-10.5% | 0.0%&-0.4% | 0.2%&0.9% | 2.9% | ? | 1.7% | 1.2%&10.4%
COc1cc(CC2COC(=O)C2(O)Cc2ccc(O)c(OC)c2)ccc1O (stereo not given)
 : -1.3% | 3.8% | 0.3% | -0.5% | nt | nt | 3.0% | -0.1%
O=Cc1ccc(-n2cncn2)cc1
 : -8.1% | -1.6% | 0.0% | -2.2% | nt | ? | 0.5% | 1.8%
FC(F)(F)c1ccccc1C1C2=C(Nc3ncnn31)c1ccccc1CCC2 (stereo not given)
 : -13.8% | -17.2% | -12.1% | 1.7% | nt | ? | 2.3% | 10.0%
CC1CC(C)CN(C(=O)Cn2c(SCC(=O)N3CCc4ccccc4C3)nc3ccccc32)C1 (stereo not given)
 : -8.9% | 2.6% | 2.0% | 1.8% | 4.5% | -3.0% | 4.0% | -3.5%
O=C1C[C@H]2[C@H](CO)[C@@H](OC(=O)c3ccc(-c4ccccc4)cc3)C[C@H]2O1
 : -0.5% | -9.0% | -11.9% | -2.0% | -8.9% | nt | 1.4% | 0.6%
O=[N+]([O-])c1ccc(Sc2n[nH]c(-c3ccc(Cl)cc3Cl)n2)nc1
 : -24.2% | -28.6% | -7.5% | -1.7% | 4.5% | -15.3% | -1.7% | -1.6%
N=C(N)CCCOc1ccccc1-c1ccccc1
 : 5.8% | 5.5% | 5.6% | 2.3%[53 µM] | 8.4% | 6.9% | 1.3% | 1.4%[53 µM]
CCn1c(=NC(=O)c2ccc(S(=O)(=O)N(C)C)cc2)sc2cccc(OC)c21
 : -10.0% | -24.5% | -7.7% | -1.1% | 12.5% | ? | 3.0% | 2.3%
COc1ccc(-c2cn3c(n2)sc2cc(C(=O)N4CCCCC4)ccc23)cc1
 : -5.0% | -3.6% | 2.0% | -32.3% | nt | nt | nt | 0.1%
COc1ccc(CCC(C)Nc2cccc(C)c2)cc1 (stereo not given)
 : ? | -26.7% | 12.7% | 2.3% | -4.4% | 9.9% | 5.4% | 4.1%
CN1C(=O)/C(=C/c2ccc(O)c([N+](=O)[O-])c2)NC1=S
 : 15.8µM* | -18.6% | 11.5% | -5.9% | -21.5% | 11.2µM* | -6.4% | 0.0%
NS(=O)(=O)c1ccc(NNC(=O)c2ccccc2)cc1
 : nt | 5.6% | 0.1% | 0.7% | nt | nt | -0.4% | 0.9%
COc1cccc(N2CC(NC(=O)c3cccs3)CC2=O)c1 (stereo not given)
 : -1.1% | 2.2% | 0.6% | 1.5% | nt | nt | nt | 7.3%
CC(C)Cc1nccs1
 : nt | nt | nt | -1.3% | 10.2% | -2.7% | 4.0% | -7.1%
Fc1ccc(-c2csc(=S)[nH]2)cc1
 : ? | -19.9% | -4.0% | -2.1% | -10.3%[11.4 µM] | 3.55µM* | 6.3% | -5.4%
Cc1ccc(S(=O)(=O)ON2C(=O)c3cccc4cccc(c34)C2=O)cc1
 : -5.5% | -19.6% | -20.2% | -2.4% | 0.3% | ? | 3.1% | -0.3%
NC(=O)CC(NSc1ccccc1[N+](=O)[O-])C(=O)O (stereo not given)
 : ? | -15.7% | ? | -2.4% | 7.6% | ? | -0.4% | -13.0%
CC(C)CN(CCCNC(=O)CC1Oc2ccccc2NC1=O)CC(C)C (stereo not given)
 : -10.2% | -4.1% | 2.9% | 0.4% | -9.9% | 5.5% | -4.2% | -1.5%
CCn1cc(CNCc2cn[nH]c2-c2cc3ccccc3o2)cn1
 : -7.0% | -4.7% | 9.6% | -3.3% | 0.0% | ? | 1.4% | 4.6%
Cc1cc2c(c(=O)n1CCCn1ccnc1)C(c1ccco1)C(C#N)=C(N)O2 (stereo not given)
 : -2.3% | -1.7% | -3.0% | 0.2% | -3.4% | 7.2% | 7.1% | -6.0%
CCC(Sc1nc2nccnc2c(=O)n1Cc1ccc(F)cc1)C(=O)NC1CCCCC1 (stereo not given)
 : 3.0% | 4.6% | -3.4% | 3.8% | nt | nt | nt | -3.7%
C/C(=N/NC(=O)C(O)(c1ccccc1)c1ccccc1)c1ccc([N+](=O)[O-])o1
 : -16.5% | -16.1% | 14.8% | -1.5% | nt | -5.4% | 4.6% | -1.3%
CCOc1ccc(S(=O)(=O)N2CCCC2)cc1
 : -0.7% | -1.2% | 1.1% | 2.0% | nt | 1.3% | 3.5% | -13.3%
CCCC(=O)Nc1ccc(-c2ccc(NC(=O)CCC)cc2)cc1
 : -1.9% | -6.1% | -3.2% | 0.7% | -2.6% | 5.2% | -3.3% | -26.5%
Cc1cccc2cc(CN(Cc3ccco3)S(=O)(=O)c3ccc4c(c3)OCCO4)c(=O)[nH]c12
 : -9.8% | -5.5% | -0.5% | 0.4% | -6.0% | -5.7% | 9.4% | -3.7%
Cc1cc(C)c(C#N)c(SCc2ccc([N+](=O)[O-])cc2)n1
 : -12.4% | -16.7% | -10.6% | -0.4% | -1.4% | 2.2% | -1.7% | 3.1%
Cc1ccc(NC(=O)C(=O)NNC(=O)c2cccs2)cc1
 : -15.3% | -1.4% | -0.5% | -1.1% | 15.1% | 9.8% | -2.5% | 6.4%
Cc1cccc(C(=O)Nc2ccc(N3CCN(S(C)(=O)=O)CC3)cc2)c1
 : 4.3% | -0.7% | 5.7% | -1.3% | -9.9% | 2.3% | 0.5% | -0.2%
O=C(O)C1C2C=CC(O2)C1C(=O)NC1CCCc2ccccc21 (stereo not given)
 : -9.4% | -3.9% | -2.9% | -1.8% | ? | ? | 24.2% | -18.1%
COc1ccc(-c2nc3scc(CCNS(=O)(=O)c4ccccc4F)n3n2)cc1
 : -7.6% | -18.4% | -16.7% | -1.6% | nt | nt | nt | -11.8%
Cc1ccc(OCCCCn2cnc3ccccc32)c(C)c1
 : ? | -19.0% | -7.4% | 0.2% | nt | ? | -8.7% | 7.9%
C/C=C\C=C/C(=O)Nc1cccc(C2=NOC3(C2)C[C@@H](C(N)=O)N(C(=O)[C@H]2CCC(=O)N2)C3)c1 (stereo not given in full)
 : 0.8% | -1.9% | -4.4% | -0.2% | nt | nt | 5.5% | -8.2%
CCOc1c(Br)cc(C(N)=O)cc1OCc1ccccc1
 : 8.3% | 6.6% | -0.7% | 0.7% | -14.4% | -4.5% | 0.6% | 8.0%
Nc1nc(-c2ccccc2)cn1N
 : ? | -23.4% | 5.0% | 0.0% | 3.7% | ? | 14.0% | -17.1%
CCCc1nnc(NC(=O)CCC(=O)N2CCN(CCOc3ccc(C)cc3)CC2)s1
 : 0.8% | 9.6% | 5.8% | -4.2% | 2.6%[11.4 µM] | ? | -7.5% | -2.7%
CCOC(=O)N1CCN(CC(=O)Nc2c(C(=O)OC)[nH]c3cccc(Cl)c23)CC1
 : 7.3% | 6.7% | 6.7% | 0.2% | 6.6% | 9.2% | 4.2% | -6.4%
Cc1ccc(NC(=O)c2cc([N+](=O)[O-])ccc2N2CCOCC2)cc1S(=O)(=O)N(C)C
 : -14.9% | -22.4% | -4.5% | -3.0% | -0.3% | nt | -3.3% | 2.1%
N=C1C2=C3Sc4ccccc4N3CCCC2=NN1c1cccc(S(=O)(=O)O)c1
 : -19.1% | -14.9% | -2.1% | -2.3% | 1.6% | nt | 3.3% | -3.9%
O=C(CSc1nnc(-c2ccncc2)o1)N1CCc2ccccc2C1
 : -7.8% | 2.0% | 2.4% | -1.2% | 3.3% | 5.5% | -4.2% | 1.9%
COC(=O)c1ccc(NC(=O)CC2C(=O)N(c3cccc(OC)c3)C(=O)N2Cc2cccs2)cc1 (stereo not given)
 : 0.2% | ? | -13.9% | 0.8% | nt | nt | nt | 5.1%
Oc1ccc(N2CCN(c3nnnn3-c3ccccc3)CC2)cc1
 : -5.3% | -2.8% | 12.4% | -6.0% | -18.2% | ? | 0.6% | 3.4%
CCc1ccccc1NS(=O)(=O)c1ccc2[nH]cc(C(=O)NCc3ccco3)c(=O)c2c1
 : -7.5% | -4.5% | 8.3% | -0.1% | 12.8% | 14.2% | -0.2% | -9.0%
O=C(Nc1ccc(F)cc1)C(=O)C1C(=O)Nc2ccccc21 (stereo not given)
 : ? | -12.7% | 7.2% | -1.1% | 10.3% | 0.4% | 5.6% | -0.3%

Look-ups from the results shown.
Result of Cc1ccc(NC(=O)C(=O)NNC(=O)c2cccs2)cc1 in L3MBTL1 block: 15.1%
Result of C/C(=N/NC(=O)C(O)(c1ccccc1)c1ccccc1)c1ccc([N+](=O)[O-])o1 in GLA spleen mod: 4.6%
